High-throughput results: PubChem BioAssay, National Center for Advancing Translational Sciences (NCATS)
PKM2 act: activators of human pyruvate kinase M2; 260,000 compounds, 0.34% hits; Potency, µM (highest dose often 57.5 µM), for inactives: top-dose activation, hits mostly activators; purified PKM2, Kinase-Glo ATP luminescence, activation; response scale: 0% is enzyme alone, no compound; P14618; AID 1631; also: potency is read from the fitted curve at half-maximal effect; nearly all actives have a fitted effect of over 55% in size
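ATP formation by purified human PK-M2, quantified via coupled luciferase luminescence after 1 h at room temperature with 0.1 mM ADP and 0.5 mM PEP final.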
B2AR arrestin: beta2AR (human) beta-arrestin recruitment activity | AID 492947 | 330,000 compounds, 0.02% hits | beta-arrestin recruitment to beta2AR, cell-based reporter | Potency, µM (series often up to 46.1 µM), without a hit: at the top dose activation, hits mostly activators | P07550;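 also: potency is read from the fitted curve at half-maximal effect; 0% = DMSO controls and full agonism = EC100 isoproterenol or metaproterenol; nearly all actives have a fitted effect of over 65% in size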
Target sequence (P07550 whole entry, looked up): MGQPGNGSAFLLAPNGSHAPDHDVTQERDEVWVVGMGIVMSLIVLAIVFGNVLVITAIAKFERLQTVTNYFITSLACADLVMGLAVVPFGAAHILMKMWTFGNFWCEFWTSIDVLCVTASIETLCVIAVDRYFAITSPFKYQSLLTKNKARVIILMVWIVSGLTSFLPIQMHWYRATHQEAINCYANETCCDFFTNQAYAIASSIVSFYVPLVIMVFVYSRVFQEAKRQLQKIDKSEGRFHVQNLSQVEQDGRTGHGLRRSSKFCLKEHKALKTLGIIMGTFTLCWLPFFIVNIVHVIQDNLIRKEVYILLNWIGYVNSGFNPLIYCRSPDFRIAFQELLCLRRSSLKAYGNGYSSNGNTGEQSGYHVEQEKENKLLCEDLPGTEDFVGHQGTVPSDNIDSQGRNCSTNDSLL
Giardia kill: kills Giardia lamblia; Giardia lamblia trophozoite viability; activity change, % at 7.66 µM, hits read low; 340,000 compounds, 0.15% hits; AID 540267; in the data active = activity change below about -80%; inconclusive = between about -30% and that limit;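 also: parasites exposed to compound for two days anaerobically before the ATP read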
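Media and compound were dispensed first, then trophozoites at 100 cells/well; plates sat 48 hrs at 37 deg C without oxygen before ATP luminescence reagent was added and read after 15-30 min at room temperature.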
USP2a inh: blocks human ubiquitin-specific protease USP2a; 330,000 compounds, 0.01% hits; USP2 core, Ub-CHOP2 coupled fluorogenic reporter, 485/531; O75604; Potency, µM (top dose mostly 38.3 µM), inactives show top-dose activity change, negative = inhibition, hits mostly inhibitors; AID 463254;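 also: potency is read from the fitted curve at half-maximal effect; plate controls were DMSO wells for no effect and full inhibition by NEM control for full effect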
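USP2 core (10nM final) preincubated 30min RT with compound in 20mM Tris-HCl pH 8.0, 2mM CaCl2, 2mM beta-mercaptoethanol, 0.05% CHAPS; 25nM Ub-CHOP2 plus 25nM reporter substrate added, fluorescence (Ex485/Em531) read after 60min.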
KCNH2 3.1 block: blocks the human KCNH2 3.1 channel isoform; U2OS KCNH2 3.1, thallium flux FluxOr; hits give low values; activity change, % (tested at about 1.8 µM); 340,000 compounds, 0.95% hits; AID 720553;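 active = maximum activity change below -70%; inconclusive = maximum activity change from -70% to -50%; inactive = maximum activity change above -50%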;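 also: thallium influx rate constant from kinetic fluorescence after stimulation buffer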
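Thallium flux read-out: FluxOr dye with Red40 quencher in HBSS/HEPES, 45 min at RT. Rate constants from kinetic reads were normalized to positive and negative DMSO controls. Cells: U2OS virally expressing the 3.1 isoform.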
hERG WT inh: KCNH2 (human, wildtype) channel inhibition; Q12809; U2OS, BacMam KCNH2, thallium flux FluxOr; hits give low values; activity change, % at 1.84 µM; 340,000 compounds, 0.37% hits; AID 720551;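 active = maximum activity change below -70%; inconclusive = maximum activity change between -70% and -50%; inactive = maximum activity change above -50%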
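U2OS cells were transduced with wild-type KCNH2 virus (2.03 x 10^8 / mL) for 4 h at room temperature, then cultured overnight at 37 C. Thallium flux was read with FluxOr dye. Rate constants were normalized to DMSO controls.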
BCR signal inh: inhibitors of chronic active B-cell receptor signaling; AID 493014; 340,000 compounds, 0.05% hits; ABC-DLBCL IkBa-CBG/CBR reporter, luminescence ratio, 4 h; Potency, µM (top dose mostly 46.1 µM), without a hit: at the top dose ratio change, negative = lower green/red ratio, hits mostly inhibitors; active = well fitted inhibition curve with a large enough effect in the signal ratio, with a control signal flat, not every such curve was filed as active; inconclusive = small, poorly fitted or top-dose-only effect, or effect the other way, or a change in a side signal; the % refers to the signal ratio;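 also: potency is read from the fitted curve at half-maximal effect; plate controls were basal doxycycline-induced cells for no effect and cells given 10 µM MG132 for full effect; MG132 reads +100%, hits lower the ratio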
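Doxycycline induced both beetle luciferases in TMD8 lymphoma cells; IKK-driven degradation limits the IkappaBalpha-fused green signal, while red luminescence normalises for cell number and nonspecific effects. Compounds tested up to 46 uM, 4 hrs.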
GALK inhibitor: blocks human galactokinase activity; 270,000 compounds, 0.007% hits; Purified GALK, Kinase-Glo residual ATP luminescence; AID 1868; Potency, µM (top dose mostly 57.5 µM), inactives show at the top dose activity change, negative = inhibition, actives largely listed as inhibitors; P51570; also: potency is read from the fitted curve at half-maximal effect
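Quantitative HTS: GALK 5 nM, ATP 35 uM, galactose 100 uM, 1 h room temperature, then luciferase-based ATP detection.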
FBPA coupling cs: inhibits coupling enzyme system, counter-screen for aldolase hits. AID 2472. activity change, negative = inhibition, % at 58.2 µM, hits read low. 290,000 compounds, 0.67% hits. coupling enzyme system counterscreen, AmpLite Red fluorescence; in the data active = activity change below about -30%
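Counterscreen of the coupled detection system alone, without aldolase: glyceraldehyde-3-phosphate coupling enzymes plus AmpLite Red readout. Compounds at 57.5 uM final, 10 min RT preincubation, 20 min RT reaction, fluorescence 525/598 nm.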
uPA generation: inhibitors of cell surface uPA generation. 330,000 compounds, 0.31% hits. Potency, µM (highest dose often 38.3 µM), inactives show at the top dose activity change, negative = inhibition, most hits filed as inhibitors. cell surface uPA generation assay, qHTS. AID 540303; active = well fitted inhibition curve with a large enough effect; inconclusive = small, poorly fitted or top-dose-only effect; inactive = no such curve, though single readings can be large or run the other way; tested in mouse RAW 264.7 cells; also: potency is read from the fitted curve at half-maximal effect; nearly all actives have a fitted effect of over 55% in size
Eya2 inh: inhibitors of human Eya2 phosphatase activity | recombinant Eya2, OMFP fluorescence dephosphorylation (OMFP is methylfluorescein phosphate) | Potency, µM (doses to about 76.9 µM), without a hit: at the highest dose activity, negative = inhibition, actives largely listed as inhibitors | 330,000 compounds, 0.006% hits | O00167; also: potency is read from the fitted curve at half-maximal effect
Target sequence (O00167 whole entry, looked up): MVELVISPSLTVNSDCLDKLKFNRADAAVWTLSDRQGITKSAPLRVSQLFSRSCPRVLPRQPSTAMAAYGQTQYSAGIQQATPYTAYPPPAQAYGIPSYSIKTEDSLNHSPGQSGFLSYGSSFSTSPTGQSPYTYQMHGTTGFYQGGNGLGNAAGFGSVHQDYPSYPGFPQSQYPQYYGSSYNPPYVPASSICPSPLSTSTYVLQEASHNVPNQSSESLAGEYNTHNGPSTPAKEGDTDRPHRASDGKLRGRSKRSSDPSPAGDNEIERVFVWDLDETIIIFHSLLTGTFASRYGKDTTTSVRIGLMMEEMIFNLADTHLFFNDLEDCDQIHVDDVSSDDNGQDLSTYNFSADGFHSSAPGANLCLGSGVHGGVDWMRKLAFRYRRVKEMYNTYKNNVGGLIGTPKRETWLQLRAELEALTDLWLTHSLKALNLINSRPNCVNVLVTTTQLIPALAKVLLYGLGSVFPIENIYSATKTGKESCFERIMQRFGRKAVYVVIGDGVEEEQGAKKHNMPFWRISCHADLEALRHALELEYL
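Eya2 protein (added as 0.2 uM solution) was preincubated with compound for 10 min at ambient temperature in 50 mM HEPES pH 7.5, 50 mM NaCl, 5 uM MgCl2, 0.05% BSA, 1 mM DTT. OMFP (added at 50 uM) then reacted 10 min; fluorescence read at 485/525 nm.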
* = called active by the depositor; u = inconclusive; x = no result given; [ ] = dose if it differs, or a comment. Unless noted, calls follow the shape of the dose curve; as a rule, active = well fitted curve in the direction sought with a large enough effect; inconclusive = small, poorly fitted or top-dose-only effect, or another doubt; inactive = no such curve, though single readings can be large; an effect the other way counts as inactive or inconclusive. Unless noted, % is scaled to controls: 0 for no effect and ±100 for the full control effect.

compound	PKM2 act	B2AR arrestin	Giardia kill	USP2a inh	KCNH2 3.1 block	hERG WT inh	BCR signal inh	GALK inhibitor	FBPA coupling cs	uPA generation	Eya2 inh
CCCCN(CCCNC(=O)CN1C(=O)COc2ccccc21)c1ccccc1	2.9%	0.2%	-5.8	-3.4%	46.5	31.5	-0.2%	0.2%	-9.2	6.5%	-17.8%
Cc1cc(C(=O)N(Cc2nnc(-c3ccc(Cl)cc3)o2)C(C)C)c2ccccc2n1	x	-1.6%	-1.5	4.0%	-0.1	-16.9	-1.0%	x	x	-1.0%	2.0%
Cc1[nH]c2ccccc2c1C(=O)COC(=O)c1ccc2c(=O)n3c(nc2c1)CCC3	7.8%	-0.3%	-3.8	4.9%	-26.9	-5.1	u	2.5%	0.4	7.5%	5.7%
COc1ccc(C)cc1NC(=O)CSc1nnc(CC(=O)Nc2cccc(C(F)(F)F)c2)n1C	0.9%	0.0%	-6.3	-1.4%	-18.0	4.6	-2.7%	-6.4%	1.5	x	8.8%
Cc1cc(O)cc(=O)n1C	9.7%	0.0%	-10.8	-0.9%	-10.5	2.6	-5.9%	0.3%	3.2	-3.8%	-2.8%
Cc1ccc(C)c(NC(=O)CN(C)C(=O)c2ccc(Cl)nc2)c1	x	-0.3%	-5.6	2.4%	-9.3	-7.9	11.4%	5.5%	0.4	-8.1%	1.3%
CCc1c(C)[nH]n(CCC#N)c1=O	-6.4%	-0.9%	5.8	3.2%	10.8	8.0	u	0.2%	-1.1	-2.9%	6.1%[15.4 µM]
O=C(c1ccccc1NS(=O)(=O)c1ccc(F)cc1)N1CCOCC1	0.1%	-1.0%	-3.2	2.9%	-11.3	0.6	2.5%	3.7%	-1.0	0.2%	-0.1%
CC(=O)CSc1nsc(SCC(C)=O)c1C#N	-0.5%	0.0%	6.3	2.7%	-3.0	-7.1	7.4%	-3.0%	3.0	3.2%	9.3%
CCOc1ccc(S(=O)(=O)N(CC)CC(=O)NCc2ccccn2)cc1C	3.5%	0.4%	7.1	1.9%	-8.6	-0.2	2.4%	0.4%	1.3	4.3%	-4.3%
CC(O)CNC(=S)Nc1ccccc1 (configuration not stated)	4.0%	0.0%	7.4	0.9%	-4.6	2.7	u	1.0%	0.1	-0.1%	-1.9%
c1ccc(-c2ccc(OCCN3CCOCC3)cc2)cc1	-6.8%	2.9%	19.5	-1.0%	-3.7	-5.6	u	-2.0%	0.1	7.0%	3.4%
Cc1ccc(S(=O)(=O)Nc2c(C)n(C)n(-c3ccccc3)c2=O)cc1C(=O)OCC(=O)N1CCCC(C)C1 (configuration not stated)	-2.3%	-1.2%	14.1	1.7%	-18.5	-11.6	u	16.2%	0.4	1.3%	13.5%
CC(=O)c1cccc(NC(=O)Cc2ccc3c(c2)CCCC3)c1	-5.4%	0.2%	-1.2	3.4%	-7.2	-8.8	-17.9%	-1.5%	0.9	-7.8%	0.5%
Cc1cccc(NS(=O)(=O)c2c(C)noc2C)c1	2.5%	0.0%	-20.9	11.2%	-1.6	-0.8	-1.4%	0.6%	-3.4	2.3%	14.5%
CCCN(CC(=O)Nc1ccccc1C)C(=O)c1ccc(Cl)c(S(=O)(=O)N2CCCC2)c1	x	0.0%	42.7[activator]	1.2%	6.8	0.0	-17.0%	x	x	0.4%	-32.5%
Cc1ccc2c(C)c(C(=O)N(Cc3ccc(N(C)C)cc3)C3CCS(=O)(=O)C3)oc2c1 (configuration not stated)	-18.3%	0.5%	-7.5	-0.4%	18.0	2.0	-16.9%	x	2.1	-6.2%	-4.1%
Cc1ccc(N2CC(C(=O)NC3=NCCS3)CC2=O)cc1C (configuration not stated)	4.8%	-0.5%	-17.9	-0.8%	-5.6	-2.8	-5.1%	0.3%	1.3	8.6%	-18.2%
Cc1ccc(S(=O)(=O)N2CCC(C(=O)N(C)C3CCS(=O)(=O)C3)CC2)cc1 (configuration not stated)	1.8%	-0.1%	-23.7	1.8%	-0.9	2.2	-15.6%	-1.7%	-0.3	-0.2%	-26.0%
Oc1cccc(Nc2ncnc3c2oc2ccccc23)c1	x	-0.1%	u	3.4%	9.8	-12.5	u	0.2%	-4.8	-10.6%	u
Cc1ccc([N+](=O)[O-])cc1NC(=O)c1cccs1	-3.2%	2.7%	7.1	-0.2%	8.0	13.9	1.5%	7.3%	4.5	-11.3%	-4.4%
Cn1c(N2CCOCC2)c(/C=N/OC(=O)c2ccc(F)cc2)c2ccccc21	2.2%	-2.7%	2.4	4.0%	13.6	-19.7	-21.1%	-1.8%	-2.7	x	-22.8%
NNC(=O)Cn1c2ccccc2c2ccccc21	2.8%	0.4%	-21.1	0.3%	5.4	-0.3	1.9%	-2.4%	0.4	-0.6%	6.6%
CCn1c(C(=O)NCc2cccnc2)cc2sc(Cl)cc21	1.4%	-0.1%	5.0	-3.8%	9.8	4.2	-3.2%	-4.1%	-4.3	x	-36.7%
CCc1ccc(NC(=O)c2noc3c2CCc2ccccc2-3)cc1	-6.2%	-0.2%	-11.7	0.7%	-20.1	3.6	u	-2.5%	-1.0	6.3%	8.6%

(next part)
compound	PKM2 act	B2AR arrestin	Giardia kill	USP2a inh	KCNH2 3.1 block	hERG WT inh	BCR signal inh	GALK inhibitor	FBPA coupling cs	uPA generation	Eya2 inh
O=C(O)CCC(=O)N1CCc2cc(S(=O)(=O)N3CCC(Cc4ccccc4)CC3)ccc21	-7.7%	0.2%	3.5	0.1%	-0.2	3.3	u	1.6%	19.9	3.3%	2.9%
C=C(C)CNC(=S)Nc1ccc(S(=O)(=O)Nc2cnc3ccccc3n2)cc1	-1.6%	-0.4%	-9.2	-4.4%	-15.6	-2.6	-2.7%	x	5.9	-12.9%	-0.2%
O=C(/C=C/c1ccccc1)Oc1cccc2cccnc12	-9.0%	u	-11.6	-1.5%	-3.6	-2.7	u	-0.6%	-2.2	-4.3%	5.5%
CCCCSc1nc(C)cc(SCC(=O)N/N=C/c2cccc(OC)c2O)n1	0.3%	7.5%	9.2	3.0%	-3.6	0.2	u	-4.2%	-0.5	-9.7%	-17.5%
COC(=O)N/N=C1/C/C(=N\NC(=O)OC)c2ccccc21	-33.0%	-0.1%	0.8	0.0%	2.5	-1.6	5.6%	1.7%	-18.1	3.9%	1.7%
Nc1nnnn1/N=C/c1ccco1	-0.9%	0.1%	-3.1	0.2%	-6.6	-26.7	u	0.4%	-4.9	0.4%	10.5%
O=C(Nc1ccncc1)c1ccc2c(c1)C(=O)N(CC1CCCO1)C2=O (configuration not stated)	-9.3%	-0.3%	12.1	4.6%	-7.3	3.3	1.1%	0.1%	-0.8	4.4%	8.4%
COc1ccc(/C=N/Nc2nc(-c3ccc(C)cc3)c(NC(C)=O)s2)cc1OC	10µM*	-0.3%	9.6	-5.0%	9.9	-5.5	u	2.7%	-1.4	-6.7%	-11.1%
CCN(CC(=O)NC(C)(C)C)C(=O)CCl	0.7%	0.2%	20.2	-0.8%	23.1	4.9	-10.2%	-4.1%	1.2	-3.6%	-0.4%
Cc1cccc(NC2=Nc3ccccc3N3C2=Nc2c(c(C)nn2-c2ccccc2)C3c2ccc(O)c(O)c2)c1 (configuration not stated)	1.6%	0.0%	-3.8	1.6%	-9.4	-3.1	15.2%	x	-3.8	2.0%	1.3%
COc1cc(/C=C/C(=O)OCC(=O)NCc2ccco2)ccc1OCC#N	3.0%	2.9%	17.1	-0.5%	9.9	19.6	u	-1.6%	0.1	1.4%	-11.2%
Cc1ccc(C2=NN(CC(=O)NCCC(C)C)C(=O)CC2)cc1	x	0.0%	21.4	3.2%	-5.4	6.2	u	x	-1.0	9.1%	11.2%
CCN(CCO)Cc1csc2cccc(Br)c12	2.9%	-0.7%	-7.8	4.9%	-18.7	-5.1	-13.5%	1.1%	x	3.0%	-3.0%
Cc1ccc(NC(=O)CSc2nnc(CCCCCNC(=O)OC(C)(C)C)o2)c(C)c1	-3.1%	0.1%	-20.3	0.7%	-3.0	-13.1	8.4%	-0.2%	-0.5	x	0.1%
OCCC1CN(Cc2nc3c(s2)CCCC3)CCN1Cc1ccccc1 (configuration not stated)	2.2%	-0.2%	-17.4	8.8%	27.5	0.8	3.4%	-2.1%	1.0	-3.7%	2.5%
